High-throughput results deposited in PubChem BioAssay by National Center for Advancing Translational Sciences (NCATS).
12-LOX inh – Primary qHTS assay for inhibitors of human arachidonate 12S-lipoxygenase (ALOX12): Round 2. Polyunsaturated fatty acid lipoxygenase ALOX12 (Homo sapiens), P18054. purified 12hLO, xylenol orange hydroperoxide absorbance. Potency, µM (highest dose often 108 µM), inactives show at the highest dose activity change, negative = inhibition, most hits filed as inhibitors. 580,000 compounds, 1.1% hits; active = well fitted inhibition curve with a large enough effect; inconclusive = small, poorly fitted or top-dose-only effect, or another doubt; inactive = no such curve, though single readings can be large or run the other way
Target sequence (P18054 whole entry, looked up): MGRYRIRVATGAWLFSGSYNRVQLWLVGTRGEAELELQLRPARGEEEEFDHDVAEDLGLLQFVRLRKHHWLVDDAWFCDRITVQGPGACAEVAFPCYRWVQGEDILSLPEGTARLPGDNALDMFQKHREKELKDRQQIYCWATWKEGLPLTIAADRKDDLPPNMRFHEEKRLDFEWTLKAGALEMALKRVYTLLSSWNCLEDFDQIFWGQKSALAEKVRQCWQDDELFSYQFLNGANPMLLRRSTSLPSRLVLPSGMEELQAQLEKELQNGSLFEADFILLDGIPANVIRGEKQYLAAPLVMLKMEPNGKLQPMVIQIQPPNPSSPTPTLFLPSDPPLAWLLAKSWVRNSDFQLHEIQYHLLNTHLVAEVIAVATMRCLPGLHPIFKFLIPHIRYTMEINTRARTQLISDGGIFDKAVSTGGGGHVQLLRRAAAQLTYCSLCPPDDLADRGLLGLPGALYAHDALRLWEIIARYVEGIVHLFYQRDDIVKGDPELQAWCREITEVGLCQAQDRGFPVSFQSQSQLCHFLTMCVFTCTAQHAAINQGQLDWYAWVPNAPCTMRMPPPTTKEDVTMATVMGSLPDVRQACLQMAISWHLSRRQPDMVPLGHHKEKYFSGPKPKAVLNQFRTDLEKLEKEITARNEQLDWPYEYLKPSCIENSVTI
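Purified human 12hLO (150 nM final) in 25 mM Hepes, 0.01% Triton X-100, pH 7.0 was preincubated 15 min at room temperature with compound. Then 40 uM arachidonic acid was added, 30 min. Hydroperoxide was read by Fe-XO absorbance ratio 573/405 nm.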
* marks the source's active call; other numbers are inactive results; & = joins results of further samples; [ ] = dose if it differs, or a comment. % is set by controls: 0 for no effect and ±100 for the full control effect; potency is the fitted concentration of half-maximal effect.

Screening COc1ccccc1NC(=O)N[C@H]1CC[C@@]23CCCN2C(=O)CCC[C@H]3C1Cc1ccccc1 (stereo partly specified) returned 12-LOX inh 4%.
COc1cc(Cl)ccc1-c1ccc(COc2ccc3c(cnn3CCC(=O)O)c2)cc1 was read as 12-LOX inh inconclusive.
NS(=O)(=O)c1ccc(C(=O)NCCn2cccn2)cc1 was read as 12-LOX inh 23%.
`CCN1c2cc(C(=O)Nc3ccc(OC)c(Cl)c3)ccc2C(=O)N2CCCC21` (stereo unspecified) gave 12-LOX inh inconclusive.
`COc1ccc(CN2C(=O)[C@@H]3C[C@@H](CN3C(C)C)Oc3ccccc32)cc1` gave 12-LOX inh 17%[176 µM].
COc1cc(OC)cc(C(=O)NC2CCCN(c3cc(-c4ccccc4)[nH]n3)C2)c1 (stereo unspecified) was read as 12-LOX inh 54%[activator].
Cc1cn2cc(C(=O)N3CCC(Oc4cccnc4)CC3)ccc2n1 was read as 12-LOX inh 3%.
`COc1ccccc1CCC(=O)N1CC(c2nnc(-c3ccncc3)o2)C2(CCOCC2)C1` (stereo unspecified) gave 12-LOX inh inconclusive.
For Cc1ccc(C)c(-c2cc3c(=O)n(CCNC(=O)c4ccc5ccccc5n4)ccn3n2)c1 the results were 12-LOX inh inconclusive.
`CC(C(=O)N1CCCN(c2cc(-c3ccccc3)[nH]n2)CC1)c1ccccc1` (stereo unspecified) gave 12-LOX inh 48%[activator].
For Cc1cccc(NC(=O)N2CCC(CCNC(=O)Cc3cccc(F)c3)CC2)c1 the results were 12-LOX inh -7%.
`COc1ccc(CN2Cc3[nH]cnc3C[C@H]2C(=O)NCc2ccc(Cl)cc2)c2ccccc12` gave 12-LOX inh 31%[activator].
Screening Cn1c([C@H]2CCN(Cc3cnc4ccccc4c3)C2)nc2ccccc21 returned 12-LOX inh -1%[176 µM].
`CC(C)CNC(=O)C(C)(C)Oc1nn(C(C)C)c2ccc(CN3CCOCC3)cc12` gave 12-LOX inh 49%[activator][176 µM].
For CN(Cc1ccc2c(c1)CCO2)C1CCc2nn(CC3CC3)c(=O)n2CC1 (stereo unspecified) the results were 12-LOX inh 70%[activator].
Cc1nn2c(c1-c1ccnn1C(C)C)N(C(=O)Cc1ccc(O)cc1)CCC2 was read as 12-LOX inh 17%[176 µM].
Screening CS(=O)(=O)N1C[C@@H]2OCC(=O)N(Cc3ccncc3)[C@@H]2C1 returned 12-LOX inh inconclusive.
For OC1CC(c2cc(N3CCN(c4nsc5ccccc45)CC3)ncn2)C1 (stereo unspecified) the results were 12-LOX inh 36%[activator].
`O=C(NC1CCN(c2cc(-c3ccc(F)cc3)[nH]n2)C1)c1ccccc1Br` (stereo unspecified) gave 12-LOX inh 5%.
Screening COc1ccc(CNC(=O)c2cc3c(=O)[nH]c(C)cn3n2)c(OC)c1 returned 12-LOX inh 42%.
For Cc1ccc(-c2noc([C@@H]3C[C@@H](O)CN3Cc3cccc(C#N)c3)n2)cc1F the results were 12-LOX inh inconclusive.
COc1ccc(C(=O)NCc2nnc3cc(-c4nc(C)no4)ccn23)cc1F was read as 12-LOX inh 43%[activator].
OCC1(Cc2ccccc2F)CCCN(c2nnnn2-c2ccccc2)C1 (stereo unspecified) was read as 12-LOX inh -14%.
`Cc1cc(CN2CCC(N3Cc4ccccc4C3=O)CC2)on1` gave 12-LOX inh 96%[activator][176 µM].
For COc1cccc(C(=O)N2CCC(n3cc(-c4nc(C)no4)nn3)CC2)c1 the results were 12-LOX inh -5%.
COc1ccc(-c2cc(N3CCCC(NC(=O)c4cc(C)ccc4C)C3)n[nH]2)cc1 (stereo unspecified) was read as 12-LOX inh 31%[activator].
Screening C#Cc1cccc(C(=O)N2CCC(Cc3ccc(Cl)cc3)(C(=O)OCC)CC2)c1 returned 12-LOX inh 16%.
For N#Cc1ccc(C(=O)NC2CCCN(c3cc(-c4ccc(Cl)cc4)[nH]n3)C2)cc1 (stereo unspecified) the results were 12-LOX inh -8%.
Screening CCC[C@@H]1CN(C(=O)c2cc(-c3cccs3)n(C)n2)C[C@H]1N(C)C returned 12-LOX inh 93%[activator].
`O=C(CCC1CCN(C(=O)CCc2c[nH]c3ccccc23)CC1)NCc1cccnc1` gave 12-LOX inh 25%.
COc1ccc(N2Cc3c(ncnc3N3CCN(c4ncccn4)CC3)N(C)CC2=O)cc1 was read as 12-LOX inh 12%.
`CCC(NC(=O)c1ccc2nc(-c3ccc(F)cc3)cn2c1)c1ncc(C)[nH]1` (stereo unspecified) gave 12-LOX inh 35%[activator].
`O=C(NCCC1=CCCCC1)C1(CCO)CCN(c2ncccn2)C1` (stereo unspecified) gave 12-LOX inh 37%[activator].
Screening CCOC(=O)C1(Cc2cccc(OC)c2)CCCN(Cc2cccc(C)n2)C1 (stereo unspecified) returned 12-LOX inh 66%[activator].
For CCCNC(=O)[C@H]1O[C@H]1C(=O)N[C@H](C(=O)N1CCC[C@@H]1C(=O)OC)C(C)CC (stereo partly specified) the results were 12-LOX inh inconclusive.
`CCC(=O)N1CCc2c(C(=O)NCc3cc(OC)ccc3OC)cccc21` gave 12-LOX inh 8%.
Screening Cc1cccc(N(C)C(=O)CN2C(=O)NC3(CCCCC3)C2=O)c1 returned 12-LOX inh 36%[activator].
Screening CN1CCCC1c1nc(C2CN(C(=O)c3cnccn3)C2)no1 (stereo unspecified) returned 12-LOX inh 46%[activator].
`COc1ccc2[nH]c3c(c2c1)CCNC31CCN(C(=O)c2nccn2C)CC1` gave 12-LOX inh 57%[activator].
For O=C(CCC1CCCC1)NCc1nnc2cc(-c3nc(C4CC4)no3)ccn12 the results were 12-LOX inh 27%.
Screening COC(=O)[C@@H]1Cc2ncn(Cc3ccc(Cl)cc3)c2CN1CCCc1ccccc1 returned 12-LOX inh 78%[activator][176 µM].
Screening O=C(N[C@H]1CCN2C(=O)c3cc(-c4ccc5c(c4)OCO5)ccc3NC(=O)[C@H]12)c1cccc(F)c1 returned 12-LOX inh inconclusive.
Screening COc1ccc(-c2cc3c(ccn3C)c(C(=O)NCc3cccnc3)n2)cc1 returned 12-LOX inh 31%[activator][176 µM].
Screening O=C(NCc1nnc2ccc(-c3ccccc3)nn12)c1cccc(Br)c1 returned 12-LOX inh -4%.
`Cn1c(CO[C@H]2CN(C(=O)c3ccccc3)C[C@H]2F)nc2ccccc21` gave 12-LOX inh 69%[activator][176 µM].
`CC1(C)OC(=O)C=C[C@@]2(C)C1C[C@@H](O)[C@]1(C)C2CC[C@@]2(C)C(c3ccoc3)OC(=O)[C@H]3O[C@]321` (stereo partly specified) gave 12-LOX inh 1%.
Screening CN(CC1CCOCC1)S(=O)(=O)c1ccc2c(c1)CCCC2 returned 12-LOX inh 39%[activator].
For CCn1nccc1C(=O)N1CCC(N2C[C@H](O)C[C@H]2C(=O)NCc2cccc(OC)c2)CC1 the results were 12-LOX inh 9%.
For COC(=O)C1=CC(=O)N2CCN=C2S1 the results were 12-LOX inh 5%.
For Cc1cccc(OCC(=O)N2CCCC(n3cc(-c4noc(C)n4)nn3)C2)c1 (stereo unspecified) the results were 12-LOX inh 33%.
`CN(Cc1ccccc1)C(=O)[C@@H]1C[C@@H](c2ccc(F)cc2)N([S+](=O)([O-])c2ccccc2)C1` gave 12-LOX inh 8%.
Screening Fc1ccccc1-c1noc(-c2nc(-c3ccccc3F)no2)n1 returned 12-LOX inh 36%[activator].
Fc1ccc(OC2CN(CC3CCCCC3)C2)c(F)c1 was read as 12-LOX inh 0%[12.5 µM].
Screening O=c1c2c(n(Cc3cccnc3)n1-c1ccccc1)CN(CC1CCOCC1)CC2 returned 12-LOX inh inconclusive.
Screening COc1ccc(CC(=O)N2CCC3(CC2)CC(N[S+](C)(=O)[O-])c2ccccc23)cc1 (stereo unspecified) returned 12-LOX inh 1%[6.33 µM].
For Cc1ccc(C(=O)NC2CCN(c3cnn(CC4CC4)c(=O)c3)CC2)c(C)c1 the results were 12-LOX inh 95%[activator].
Screening CC(C)(Oc1nn(Cc2cccc(Cl)c2)c2ccccc12)C(=O)NCc1ccncc1 returned 12-LOX inh -2%[176 µM].
Screening COc1ccc(-c2cc(C(=O)N3CCOC(c4ccc(F)cc4)C3)[nH]n2)cc1 (stereo unspecified) returned 12-LOX inh 10%.
Screening CCN(CC)C(=O)CN(C)Cc1ccc(=O)n(CC)c1 returned 12-LOX inh 61%[activator].
For O=C(c1cccnc1)N1CC[C@H](c2nc3ccccc3s2)C1 the results were 12-LOX inh inconclusive.

Among those listed so far, these have a Cl atom.
COc1cc(Cl)ccc1-c1ccc(COc2ccc3c(cnn3CCC(=O)O)c2)cc1 was read as 12-LOX inh inconclusive.
`CCN1c2cc(C(=O)Nc3ccc(OC)c(Cl)c3)ccc2C(=O)N2CCCC21` (stereo unspecified) gave 12-LOX inh inconclusive.
`COc1ccc(CN2Cc3[nH]cnc3C[C@H]2C(=O)NCc2ccc(Cl)cc2)c2ccccc12` gave 12-LOX inh 31%[activator].
Screening C#Cc1cccc(C(=O)N2CCC(Cc3ccc(Cl)cc3)(C(=O)OCC)CC2)c1 returned 12-LOX inh 16%.
For N#Cc1ccc(C(=O)NC2CCCN(c3cc(-c4ccc(Cl)cc4)[nH]n3)C2)cc1 (stereo unspecified) the results were 12-LOX inh -8%.
Screening COC(=O)[C@@H]1Cc2ncn(Cc3ccc(Cl)cc3)c2CN1CCCc1ccccc1 returned 12-LOX inh 78%[activator][176 µM].
Screening CC(C)(Oc1nn(Cc2cccc(Cl)c2)c2ccccc12)C(=O)NCc1ccncc1 returned 12-LOX inh -2%[176 µM].

The listing continues.
`COCCn1ccnc1C1CCN(C(=O)c2ccc3n[nH]nc3c2)CC1` gave 12-LOX inh 83%[activator].
COc1ccc(CCNC(=O)C2Cn3cccc3C(=O)N2CC(C)C)cc1OC (stereo unspecified) was read as 12-LOX inh 7%.
CCc1cccc(OCC(=O)c2ccc3c(c2)N(CCCC(=O)N2CCOCC2)C(=O)CO3)c1 was read as 12-LOX inh 34%[activator].
Screening Cc1ccc(C(=O)N2CCC3(CC2)C(=O)N(CC(=O)N(C)C)CN3c2ccccc2)cc1 returned 12-LOX inh 27%.
Cc1ccc(NC(=O)N2CC(C(=O)N(C)C)C3(CCOCC3)C2)cc1F (stereo unspecified) was read as 12-LOX inh 11%.
CCN(C)C(C)C(=O)N1CCc2onc(-c3ccc(C(F)(F)F)cc3)c2C1 (stereo unspecified) was read as 12-LOX inh 54%.
Screening O=C(c1cccnc1)N1CCOCC2(C1)CN([S+](=O)([O-])c1ccccc1)C2 returned 12-LOX inh -8%[176 µM].
For CNCc1cn(C[C@H]2O[C@@H](CC(=O)N(C)Cc3ccccc3)[C@H](O)[C@@H]2O)nn1 the results were 12-LOX inh 18%[176 µM].
Screening O=C(NC1CCCC1)c1ccc(OC2CCN(CCCC(F)(F)F)CC2)c(Cl)c1 returned 12-LOX inh 84%[activator].
O=C1c2ccccc2C(=O)c2c(O)ccc(O)c21 was read as 12-LOX inh -7%&1%.
`O=C(NC1CCCC1)N1CCC(OCCOc2cccnc2)CC1` gave 12-LOX inh 1%.
`COCC(=O)NC1CCCc2c1[nH]c1ccc(F)cc21` (stereo unspecified) gave 12-LOX inh -10%.
Screening CSCC[C@@H]1NC(=O)c2cc(NC(=O)c3ccc4ccn(C)c4c3)ccc2NC1=O returned 12-LOX inh 17%.
For COc1ccc(NC(=O)N2CCC(Oc3ncccc3C(=O)N3CCCCC3)C2)c(C)c1 (stereo unspecified) the results were 12-LOX inh 13%.
CSc1ccc(-c2nc(CN(C)Cc3cc(C)no3)c(C)o2)cc1 was read as 12-LOX inh 13%.
For COCC1CN(C(C)=O)CC12CCN(Cc1cccc(C(F)(F)F)c1)CC2 (stereo unspecified) the results were 12-LOX inh -7%.
`COc1ccc(S(=O)(=O)NCC2Cn3cccc3C(=O)N2C)cc1` (stereo unspecified) gave 12-LOX inh inconclusive.
Screening COc1ccc(C(=O)N2CCC(n3cc(-c4nc(-c5ccccc5)no4)nn3)C2)cc1 (stereo unspecified) returned 12-LOX inh 4%.
`Cc1cn2nc(C(=O)N3CCC(NC(=O)c4ccc(F)cc4Cl)CC3)cc2c(=O)[nH]1` gave 12-LOX inh 6%.
Screening O=S(=O)(c1ccccc1C(F)(F)F)N1CCC(C2CCNC2)CC1 (stereo unspecified) returned 12-LOX inh -1%.
Screening Cc1cccc(-n2nc(-c3c(C)nc4scc(CC(=O)NC5CC5)n4c3=O)cc2C)c1 returned 12-LOX inh 32%.
`COCCCNC(=O)c1cnc2n[nH]c(-c3ccccc3)c2n1` gave 12-LOX inh -21%[176 µM].
O=C([C@@H]1C[C@H](Oc2cccnc2)CN1C(=O)Cc1cccc(F)c1)N1CCCC1 was read as 12-LOX inh 5%.
For CN(Cc1cccnc1)Cc1nc(C2(O)CCN(CC3CC3)CC2)cs1 the results were 12-LOX inh 2%[176 µM].
Cc1ccc(C(=O)N2CCc3sc(C(=O)NCc4ccc(N(C)C)cc4)cc3C2)cc1 was read as 12-LOX inh inconclusive.
For O=C(CC[C@@H]1CNC(=O)[C@@H]2C[C@H](NC(=O)Nc3cccc(Cl)c3)CN12)NCc1ccccc1 the results were 12-LOX inh -19%.
CCOCCOC1CCN(C(=O)c2cnccn2)CC1 was read as 12-LOX inh 23%.
For CC(C)(O)c1cn(C2CCN(C(=O)c3ccccc3F)CC2)nn1 the results were 12-LOX inh 80%[activator].

In the list so far, these have a cyano group.
For Cc1ccc(-c2noc([C@@H]3C[C@@H](O)CN3Cc3cccc(C#N)c3)n2)cc1F the results were 12-LOX inh inconclusive.
For N#Cc1ccc(C(=O)NC2CCCN(c3cc(-c4ccc(Cl)cc4)[nH]n3)C2)cc1 (stereo unspecified) the results were 12-LOX inh -8%.

The list is partial; rates above refer to the full screens.
